Screens: PubChem, Sanford-Burnham Center for Chemical Genomics
tim23-1 inh: tim23-1 yeast growth inhibition; inhibition, % at 20 µM; 330,000 compounds, 1.3% hits; S. cerevisiae tim23-1 growth, BacTiter-Glo luminescence, 24 h; AID 463212;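 active means growth inhibition of the mutant yeast at or above 50%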;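 further: temperature-sensitive mutant grown at 25 °C; plate controls were DMSO-treated mutant yeast for no effect and medium wells lacking yeast for full effect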
XBP1 UPR activ: adaptive UPR (XBP1) activation; CHO-XBP1 luciferase reporter, IRE1-XBP1 UPR activation, luminescence; percent of tunicamycin response, DMSO as zero; activation, % at 20 µM; 330,000 compounds, 0.33% hits; AID 463104;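 active means versus positive control, 20 µM dose yields 30% or more activation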;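 further: 100% = tunicamycin at 10 µg/mL and 0% = DMSO only wells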
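Material: IRE1-XBP1 luciferase reporter CHO line / Quantity: one thousand reporter cells per well / Buffer or medium: F12 with 10% serum / Compound: 20 µM single concentration, DMSO 1% / Times: 6 h treatment, 37 °C / Detection: Steady-Glo luciferase glow luminescence, 10 min after reagent addition / Benchmarks: tunicamycin high, DMSO low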
697 NFkB inh: lowers PMA/ionomycin-induced NF-kB signal in 697 B cells; 697 B-cell NF-kB luciferase reporter, 16 h; inhibition, % at 4 µM; 330,000 compounds, 0.33% hits; AID 435022; in the data active means inhibition above about 35%
TIM10 inh: inhibits growth of TIM10 yeast strain | 330,000 compounds, 1.4% hits | inhibition, % at 10 µM | S. cerevisiae TIM10 strain growth, BacTiter-Glo luminescence, 24 h | AID 463195;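 active means inhibition of 40% or more at the single tested concentration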;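 further: wild-type TIM10 isogenic control strain grown at permissive 25 °C; 0% = DMSO yeast wells and 100% = minimal medium wells without yeast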
CHOP UPR activ: activators of apoptotic arm of unfolded protein response (CHOP). AID 449763. activation, % at 10 µM. CHO-CHOP luciferase reporter, UPR activation, luminescence; percent of tunicamycin response over DMSO baseline. 330,000 compounds, 0.34% hits;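 active means at 10 µM dose, activation of 40% or more, normalized to positive control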;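 further: 100% = tunicamycin at 10 µg/mL and 0% = DMSO alone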
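measured by = luciferase luminescence | assay system = CHO-CHOP cells, stable luciferase reporter of PERK-eIF2a-CHOP signalling | amount = 500 reporter cells seeded per well | timing = 6 h compound exposure at 37 °C after overnight seeding | controls = positive tunicamycin 10 µg/mL, negative DMSO alone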
tim10-1 inh: tim10-1 yeast growth inhibition; S. cerevisiae tim10-1 ts strain growth, BacTiter-Glo, 24 h; inhibition, % at 20 µM; 330,000 compounds, 2.2% hits; AID 463190;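 active means inhibition of at least 40%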;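 further: mutant grown at 25 °C; 0% = DMSO wells with yeast and 100% = wells holding no yeast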
Mdm2 MdmX PPI: human Mdm2/MdmX binding inhibition; SaOS-2 split-luciferase Mdm2/MdmX complementation, luminescence; inhibition, % at 8 µM; 330,000 compounds, 3% hits; AID 485346;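 active means inhibition of at least 50% at 8 µM in the primary screen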
Target sequence (O15151 whole entry, looked up): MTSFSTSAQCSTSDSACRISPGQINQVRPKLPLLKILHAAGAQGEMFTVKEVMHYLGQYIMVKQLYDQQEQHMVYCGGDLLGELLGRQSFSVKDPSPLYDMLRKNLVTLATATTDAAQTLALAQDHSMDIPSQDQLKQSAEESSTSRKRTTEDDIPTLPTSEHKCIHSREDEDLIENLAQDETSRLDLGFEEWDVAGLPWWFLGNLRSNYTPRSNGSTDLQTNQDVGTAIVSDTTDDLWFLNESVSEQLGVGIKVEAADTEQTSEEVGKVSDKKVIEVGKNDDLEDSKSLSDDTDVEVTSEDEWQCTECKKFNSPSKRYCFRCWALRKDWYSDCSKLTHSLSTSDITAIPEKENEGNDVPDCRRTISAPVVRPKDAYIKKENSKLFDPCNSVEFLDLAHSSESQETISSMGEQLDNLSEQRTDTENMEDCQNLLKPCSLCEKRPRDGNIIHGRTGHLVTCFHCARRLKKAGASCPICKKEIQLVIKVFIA
Target sequence (Q00987 whole entry, looked up): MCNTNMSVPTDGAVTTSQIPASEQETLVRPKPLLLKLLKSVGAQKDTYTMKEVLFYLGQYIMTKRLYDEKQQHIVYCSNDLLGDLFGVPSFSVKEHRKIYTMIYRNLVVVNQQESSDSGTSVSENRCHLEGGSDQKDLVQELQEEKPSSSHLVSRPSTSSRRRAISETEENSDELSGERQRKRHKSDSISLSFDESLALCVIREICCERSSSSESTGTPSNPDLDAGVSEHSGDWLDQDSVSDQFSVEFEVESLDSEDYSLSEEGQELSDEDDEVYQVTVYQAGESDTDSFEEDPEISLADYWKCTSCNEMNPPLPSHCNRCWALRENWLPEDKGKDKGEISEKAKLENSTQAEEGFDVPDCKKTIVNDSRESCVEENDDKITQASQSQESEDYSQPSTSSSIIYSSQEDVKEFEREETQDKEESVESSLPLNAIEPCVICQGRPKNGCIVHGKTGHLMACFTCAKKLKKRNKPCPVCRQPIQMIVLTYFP
Jurkat NFkB inh: lowers PMA/ionomycin-induced NF-kB signal in Jurkat cells. PMA/ionomycin-induced NF-kB luciferase reporter, luminescence. inhibition, % at 4 µM. 330,000 compounds, 0.53% hits. AID 435003; in the data active means inhibition above about 50%
Numbers without * were called inactive.

molecule	tim10-1 inh	Mdm2 MdmX PPI	Jurkat NFkB inh	tim23-1 inh	CHOP UPR activ	697 NFkB inh	XBP1 UPR activ	TIM10 inh
O=C(Nc1nc2cc3c(cc2s1)OCO3)C1=COCCO1	27	52*	-12	29	-9.2	-185	-10	19
CCn1c(CNC(=O)c2ccccc2F)nnc1SCCOc1ccccc1	-2	4	-5	13	0.7	4	-1	-25
COc1ccccc1-n1c(SCC(=O)NCC2CCCO2)nc2c([nH]c3ccccc32)c1=O (stereo not drawn)	13	1	2	22	0.0	-15	-2	19
CCOC(=O)N1CCN(C(=O)COC(=O)CN(C)S(=O)(=O)c2ccc(NC(C)=O)cc2)CC1	-3	1	-1	4	2.0	4	-1	-1
O=C(Cn1ccccc1=O)NCc1ccc(F)cc1	-4	-7	0	-10	1.6	-10	-1	14
Cc1ccccc1NC(=O)C(C)c1cccc(C(=O)c2ccccc2)c1 (stereo not drawn)	13	-3	6	31	-0.1	-19	-2	23
Cc1ccc(NC(=O)c2cc(C)nn2-c2ccccc2)cc1	24	6	-6	15	-1.6	6	-2	12
COc1ccc(C(=O)NC2CC2)cc1OC1CCN(Cc2ccccc2)CC1	-5	7	8	11	-0.1	6	-8	7
COc1cccc(CNC(=O)COC(=O)CN(C)S(=O)(=O)c2ccc(NC(C)=O)cc2)c1	-13	30	11	0	2.8	17	-2	-2
Cc1cc(C(=O)Cn2c(CO)nc3ccccc32)c(C)n1C	-14	23	-11	-12	2.3	-13	-1	-28
CCN1CCN(c2ccc(NC(=O)c3ccc(OC)c(S(=O)(=O)N4CCCC4)c3)cc2)CC1	6	-8	-8	0	1.4	2	-4	1
O=C(COC(=O)c1cccc([N+](=O)[O-])c1)NC1CCCC1	7	-6	6	1	0.6	-6	-9	3
Cc1ccc(S(=O)(=O)N2CCOCC2)cc1NC(=O)CNCc1ccccc1Cl	15	-6	-1	14	-1.0	-13	-1	7
COc1ccc(OC)c(S(=O)(=O)N2CCC(C(=O)Nc3ccc(C)c(C)c3)CC2)c1	7	21	-3	16	-0.1	-31	1	5
C#CCOCCOCCOCCNc1nc(N2CCN(C(=O)[C@H]([C@@H](C)CC)n3cc([C@@H](N)Cc4ccc(O)cc4)nn3)CC2)nc(N2CCN(C(=O)[C@H](Cc3ccc(O)cc3)n3cc([C@@H](N)C(C)CC)nn3)CC2)n1 (stereo partly drawn)	2	1	11	4	0.4	3	2	0
O=C(Cc1ccccc1)c1nnc(-c2ccccc2)o1	19	-33	8	3	1.1	14	-4	13
CCc1ccc(CNC(=O)C2Cc3cc(S(=O)(=O)N4CCCC4)ccc3N2C(C)=O)cc1 (stereo not drawn)	-1	18	-2	-2	-0.3	-17	-3	0
CC(C)(C)OC(=O)[C@H](Cc1ccccc1)NC(=O)c1nc[nH]c1C(=O)N1CCc2ccccc2C1	9	26	-4	19	-1.1	2	-1	19
CN(C)S(=O)(=O)c1cccc(NC(=O)C(c2ccccc2)c2ccccc2)c1	0	13	-4	-2	3.6	17	-3	7
COc1cc(C(=O)NC2CCN(Cc3ccccc3)CC2)cc(Cl)c1OC(C)C	-21	44	-4	-10	-2.4	3	1	11
Cc1ccc(NC2=CC(=O)CC(c3ccc(Cl)cc3)C2)cc1 (stereo not drawn)	17	19	29	18	0.5	-3	0	17
CS(=O)(=O)c1ccccc1C(=O)Nc1ccc(-c2nc3ccccc3o2)cc1	3	-16	-48	13	4.8	-66	1	11
CC1Sc2ccc(S(=O)(=O)CCC(=O)Nc3ccccn3)cc2NC1=O (stereo not drawn)	0	5	7	-3	-0.4	3	-4	2
Cc1ccccc1CSc1nccn1-c1ccccc1	19	-21	-11	10	-3.2	2	-2	13
Cc1cc(C)n2nc(SCC(=O)Nc3c(C)n(C)n(-c4ccccc4)c3=O)nc2n1	5	-7	8	10	-0.2	-15	-4	9
Cc1cc(C)cc(NC(=O)C/C(N)=N/O)c1	-10	8	-5	-6	0.1	-1	-1	-3
CCCCCC(=O)NC(=S)Nc1ccc(N2CCOCC2)cc1	34	22	-12	29	-0.3	3	-3	17
COc1ccc(C(=O)NNC(=O)CSc2nc(C(C)C)nc3ccccc23)cc1	-2	3	-6	19	0.6	8	-8	9
O=C1CC(N2CCN(c3ccccc3Cl)CC2)C(=O)N1c1cccc(F)c1 (stereo not drawn)	35	12	-7	26	-2.6	-15	-2	6
CCOC(=O)CSC(CC)C(=O)Nc1nnc(C(C)C)s1 (stereo not drawn)	-12	1	12	3	-0.2	-5	3	-7
CCCCc1nc2sc3c(c2c(=O)[nH]1)CC(C)(C)OC3	3	15	-18	18	2.4	-25	-1	17
O=C(COC(=O)c1ccc(NS(=O)(=O)c2cccs2)cc1)NCc1ccco1	-15	16	6	-20	-1.6	4	-1	-7
C#CC(C)(C)NC(=O)c1ccc(-c2ccccc2F)cc1	17	-38	-30	35	7.5	-13	1	10
C=CCOC(=O)C1=C(C)NC(=O)NC1c1ccc(Cl)cc1 (stereo not drawn)	5	-9	4	6	-1.6	2	-3	1
C/C(CC(=O)Nc1cc(Cl)ccc1Cl)=N\NC(N)=S	29	2	-6	20	-0.6	-6	1	28
CC(=O)C(Sc1nnnn1-c1ccccc1)C(C)=O	8	32	19	11	-2.6	6	-4	0
O=C(NCCN1CCOCC1)c1cc2c(=O)n3ccccc3nc2n1Cc1ccccc1	21	-11	-6	12	-2.0	-6	5	15
Cc1cnc(C(=O)OCC(=O)Nc2ccc(C)c(S(=O)(=O)N3CCOCC3)c2)cn1	-8	-17	-9	0	0.0	2	-2	-9
CCN1C(=O)c2ccc(C(=O)NCc3ccc4c(c3)OCO4)cc2C1=O	-3	-13	-11	2	-1.8	4	1	-7
CCCCC1CCC(c2nc(-c3cccnc3)no2)CC1 (stereo not drawn)	11	-16	4	12	2.2	4	-5	8
Cc1c(C=O)c(Cl)n(C)c(=O)c1C#N	-9	-6	-8	29	-1.8	21	-1	-9
COCCN(C(=O)c1ccc(N2CCCC2=O)cc1)c1c(N)n(CC(C)C)c(=O)[nH]c1=O	4	-4	12	4	1.9	25	1	-2
CCOC(=O)C(CCCCCOc1ccccc1[N+](=O)[O-])C(=O)OCC	11	5	-8	4	-1.1	-10	-2	-31
COC(=O)c1ccc(C(NC(=O)OCc2ccccc2)/C(F)=C/[C@@H](C)C(=O)NCc2ccc(-c3ccccc3)cc2)cc1 (stereo partly drawn)	-14	38	-13	-3	13	-4	12	-9
Cc1nn(Cc2ccccc2Cl)c(C)c1NC(=O)c1nc2ncccn2n1	-10	-9	1	10	0.4	1	-4	-7
O=C(Nc1cccc2ccccc12)c1ccc([N+](=O)[O-])s1	36	48	10	-73	-0.6	-13	-2	-21
COc1ccc(CC(=O)NCc2ccccc2)cc1S(=O)(=O)N1CCOCC1	-3	2	-4	-10	5.6	1	-1	-9
Cc1ccc(OCC(=O)Nc2cc(S(=O)(=O)N3CCCCC3)ccc2N2CCN(C)CC2)c(C)c1	17	40	15	10	4.0	-20	6	8
O=C1c2ccccc2C(=O)N1CCCSc1nc2ccccc2o1	-11	6	10	-3	-1.1	-5	-2	-16
Cc1oc2c(CN3CCCC3)c(O)ccc2c(=O)c1-c1ccccc1	4	8	-2	25	2.4	13	-2	0

(listing goes on)
molecule	tim10-1 inh	Mdm2 MdmX PPI	Jurkat NFkB inh	tim23-1 inh	CHOP UPR activ	697 NFkB inh	XBP1 UPR activ	TIM10 inh
COc1cc(-n2c(=O)c3ccccc3n(Cc3cccnc3)c2=O)cc(OC)c1OC	3	-3	-2	2	-1.0	0	-2	-5
Cc1cccc(NC(=S)NCC(c2cccnc2)N2CCOCC2)c1 (stereo not drawn)	14	-4	-5	3	-0.5	-11	-1	-2
COc1ccc(N2CCN(C(=O)CCCn3c(=O)[nH]c4cc(Cl)ccc4c3=O)CC2)cc1	14	6	11	9	-1.5	-1	-3	0
CCc1ccccc1NC(=O)NC1CC2CCC(C1)N2Cc1ccco1 (stereo not drawn)	-5	7	-7	-13	-2.2	-3	-1	-3
COc1ccc(CCN(C)CC(=O)Nc2c(C)cc(C)cc2C)cc1OC	6	14	-18	15	4.4	4	-7	1
Cc1cc(C(=O)OCC(=O)N2CC(=O)Nc3ccccc32)c(C)n1-c1ccc(F)cc1	23	49	15	21	4.2	-1	0	9
COCCNC(=O)CSc1nccn1Cc1ccc2c(c1)OCO2	2	4	-18	15	0.8	2	-2	-16
CC1CC(=O)c2cnc(Nc3ccccc3)nc2C1 (stereo not drawn)	3	-48	-79	8	12	-60	1	7
Cc1ccc(NC(=O)CSCC(=O)NNC(=O)c2ccoc2C)cc1	-8	3	7	6	1.3	11	0	-4
O=c1c2ccccc2nc(SCc2cccc(F)c2)n1-c1cccc(S(=O)(=O)N2CCCC2)c1	26	6	0	21	2.8	-2	-1	22
CCC(=O)c1ccc(OCCSc2ncccn2)cc1	15	-136	-67	6	4.1	-95	0	-9
Cc1ccc(NCC(=O)N/N=C/c2cc(O)ccc2[N+](=O)[O-])cc1	7	-11	11	8	-1.7	4	3	-3
O=C(Sc1cccc2cccnc12)c1ccccc1Br	56*	97*	101*	89*	62*	-97	0	53*
O=S(=O)(c1ccc(Cl)nc1)N1CCCc2ccccc21	25	9	5	4	0.1	8	-1	7
Cc1ccc(CN(Cc2ccco2)C(=S)NCC(=O)O)cc1	26	6	-9	-1	0.7	9	-1	-23
CN(C)CCCN(C(=O)COc1ccccc1)c1nc2cc3c(cc2s1)OCCO3	8	23	-72	7	0.6	4	-2	7
CC(=O)NCC(=O)NC(C(=O)Nc1ccc2c(c1)OCCO2)c1ccc(C)cc1 (stereo not drawn)	2	7	-24	11	-1.6	-3	0	-2
COc1ccc(S(=O)(=O)N2CCCC2C(=O)NCC(=O)Nc2cccc(Cl)c2C)cc1 (stereo not drawn)	10	-3	7	1	2.5	-5	1	8
O=C(Cn1nnc(-c2ccccc2)n1)Nc1ccc2c(c1)OCO2	-16	-9	-9	8	-1.8	0	-1	-4
CCN1CCN(C(c2cccnc2)c2cc(Cl)c3cccnc3c2O)CC1 (stereo not drawn)	51*	42	6	34	20	-7	4	-1
O=C(NNC(=O)c1cc(C(F)(F)F)cc(C(F)(F)F)c1)c1ccc(Cl)cc1	-13	3	-9	-22	-1.4	-9	-2	-11
Cc1ccc(S(=O)(=O)N2CCc3c2cc([N+](=O)[O-])cc3[N+](=O)[O-])cc1	15	2	-9	10	4.4	-18	7	-1
COc1ccc(COC(=O)C2CCN(S(=O)(=O)c3ccc(F)cc3)CC2)cc1	21	22	-12	23	0.4	5	1	3
O=C(NCCNC(=O)C(F)(F)F)c1ccncc1	6	2	6	12	0.4	24	4	-1
CCOC(=O)C1NN=C(C(=O)c2ccccc2)C1c1ccccc1 (stereo not drawn)	16	-27	2	26	3.9	-11	2	18

Compounds from the list above with a CF3 group (2):
molecule	tim10-1 inh	Mdm2 MdmX PPI	Jurkat NFkB inh	tim23-1 inh	CHOP UPR activ	697 NFkB inh	XBP1 UPR activ	TIM10 inh
O=C(NNC(=O)c1cc(C(F)(F)F)cc(C(F)(F)F)c1)c1ccc(Cl)cc1	-13	3	-9	-22	-1.4	-9	-2	-11
O=C(NCCNC(=O)C(F)(F)F)c1ccncc1	6	2	6	12	0.4	24	4	-1
